FAS-TE inh = FAS thioesterase domain inhibitors, primary screen, biochemical, fluorescence intensity, uHTS. Fatty acid synthase (Homo sapiens), P49327. recombinant FAS-TE, OMFH fluorogenic substrate, fluorescence endpoint. inhibition, % at 15 µM. 0.67% of 360,000 active;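 active means compounds whose normalised, plate-corrected inhibition of enzyme fluorescence in the single-dose primary screen is 50% or more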;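 further: 0% = DMSO with enzyme and 100% = substrate without enzyme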
CSN inh = inhibitors of CSN-mediated cullin deneddylation, primary screen, biochemical, fluorescence polarization, uHTS; inhibition, % at 12.5 µM; Purified CSN, SCF-Nedd8-OG deneddylation; COP9 signalosome complex subunit 5 (Homo sapiens), Q92905; AID 651999, 2013; 0.38% of 360,000 active;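 active means pattern-corrected inhibition above about 35%, with an unprinted fluorescence ratio check between 0.5 and 1.5, limit read from the data, passing the limit was not always enough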;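 further: 0% = enzyme with substrate and 100% = substrate without enzyme; some results filed as inactive read as strong as hits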
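Schedule: reaction 90 min, room temperature / Assay system: HEK293T-derived human Csn5 enzyme / Input: Csn5 at 0.24 nM final / Measure: inhibition of Csn5 cleavage, % / Control set: substrate-only high control, full reaction low control / Technique: fluorescence polarization of the substrate / Buffer or medium: Tris/NaCl/DTT buffer, pH 7.5 / Reagent: SCFSkp2-Nedd8OG substrate at 10 nM final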
MsrA inh = bovine MsrA enzyme inhibitors, primary screen, biochemical, absorbance, HTS; purified bovine MsrA, absorbance read-out; Methionine sulfoxide reductase A (Bos taurus); inhibition, % at 15.5 µM; 0.75% of 360,000 active; in the data active means inhibition above about 4.5%;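 further: 0% = vehicle wells with enzyme and 100% = reference inhibitor wells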
E coli Lon inh = inhibitors of E. coli Lon protease, primary screen, biochemical, fluorescence polarization; 0.42% of 360,000 active; purified E. coli Lon protease; P0A9M0; inhibition, % at 7.94 µM; in the data active means inhibition above about 13%, passing the limit was not always enough;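 further: 0% = enzyme with probe and DMSO and 100% = no enzyme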
Rin1 Abl inh = inhibitors of Rin1-Abl protein binding, primary screen, biochemical, TR-FRET; inhibition, % at 7.35 µM; 0.4% of 360,000 active; in the data active means inhibition above about 5%, passing the limit was not always enough
Target sequence (P00519 whole entry, looked up): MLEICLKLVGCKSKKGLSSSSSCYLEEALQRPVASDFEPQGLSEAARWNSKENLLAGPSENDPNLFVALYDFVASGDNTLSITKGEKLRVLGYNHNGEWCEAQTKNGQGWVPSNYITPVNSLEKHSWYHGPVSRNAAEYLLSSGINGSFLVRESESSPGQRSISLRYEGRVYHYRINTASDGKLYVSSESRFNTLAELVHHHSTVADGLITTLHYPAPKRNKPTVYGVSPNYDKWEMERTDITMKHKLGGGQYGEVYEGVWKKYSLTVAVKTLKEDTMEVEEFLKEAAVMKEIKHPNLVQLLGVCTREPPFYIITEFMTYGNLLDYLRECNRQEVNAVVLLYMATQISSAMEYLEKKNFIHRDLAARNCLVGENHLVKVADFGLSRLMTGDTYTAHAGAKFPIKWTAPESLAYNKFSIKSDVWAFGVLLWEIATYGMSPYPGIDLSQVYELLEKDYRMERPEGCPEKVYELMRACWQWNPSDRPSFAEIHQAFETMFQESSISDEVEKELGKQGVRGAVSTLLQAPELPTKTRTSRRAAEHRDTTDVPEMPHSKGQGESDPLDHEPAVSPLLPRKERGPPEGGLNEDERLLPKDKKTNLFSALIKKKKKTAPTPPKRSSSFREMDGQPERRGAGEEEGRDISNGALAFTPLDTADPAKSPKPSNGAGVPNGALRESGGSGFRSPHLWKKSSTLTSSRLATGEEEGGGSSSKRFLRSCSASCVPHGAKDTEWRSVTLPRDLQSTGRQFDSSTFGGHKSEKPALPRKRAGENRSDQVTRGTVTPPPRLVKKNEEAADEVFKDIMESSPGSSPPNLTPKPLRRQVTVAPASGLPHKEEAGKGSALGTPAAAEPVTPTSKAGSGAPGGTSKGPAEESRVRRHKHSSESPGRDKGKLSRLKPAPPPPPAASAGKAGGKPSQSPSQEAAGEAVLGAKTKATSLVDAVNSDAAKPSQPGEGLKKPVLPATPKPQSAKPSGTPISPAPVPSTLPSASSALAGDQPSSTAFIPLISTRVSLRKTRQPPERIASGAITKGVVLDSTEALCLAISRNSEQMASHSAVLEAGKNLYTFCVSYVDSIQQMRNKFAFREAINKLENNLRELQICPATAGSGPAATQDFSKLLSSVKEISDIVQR
Target sequence (Q13671 whole entry, looked up): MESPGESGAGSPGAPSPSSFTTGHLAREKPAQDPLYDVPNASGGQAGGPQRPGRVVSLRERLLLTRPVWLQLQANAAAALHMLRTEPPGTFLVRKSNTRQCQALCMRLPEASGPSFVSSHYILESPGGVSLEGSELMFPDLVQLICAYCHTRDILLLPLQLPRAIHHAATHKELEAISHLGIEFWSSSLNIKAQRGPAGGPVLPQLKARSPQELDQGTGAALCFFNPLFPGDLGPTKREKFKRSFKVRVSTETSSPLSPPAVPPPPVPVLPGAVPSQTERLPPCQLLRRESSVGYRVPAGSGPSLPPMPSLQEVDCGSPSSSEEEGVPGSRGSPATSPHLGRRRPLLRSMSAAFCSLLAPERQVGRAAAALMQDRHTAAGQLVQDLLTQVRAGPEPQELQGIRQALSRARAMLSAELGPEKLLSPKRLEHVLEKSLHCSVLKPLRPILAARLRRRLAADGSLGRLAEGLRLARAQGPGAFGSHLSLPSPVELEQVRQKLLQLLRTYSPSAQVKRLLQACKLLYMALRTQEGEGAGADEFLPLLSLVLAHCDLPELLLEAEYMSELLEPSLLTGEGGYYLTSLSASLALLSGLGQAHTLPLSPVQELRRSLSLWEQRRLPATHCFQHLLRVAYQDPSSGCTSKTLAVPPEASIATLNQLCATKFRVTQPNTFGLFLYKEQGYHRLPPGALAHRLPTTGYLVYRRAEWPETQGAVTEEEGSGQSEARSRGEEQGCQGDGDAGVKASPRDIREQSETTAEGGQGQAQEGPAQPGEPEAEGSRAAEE
PABP1 MLLE inh = inhibitors of PABP1 MLLE–PAM2 peptide binding, primary screen, biochemical, fluorescence polarization, FITC-PAM2, GST-MLLE; inhibition, % at 20 µM; 0.36% of 360,000 active; AID 588489, 2011; in the data active means inhibition above about 35%, passing the limit was not always enough;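 further: plate controls were DMSO wells with GST-MLLE for no effect and wells lacking GST-MLLE protein for full effect; some results filed as inactive read as strong as hits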
MT1-MMP act inh = blockers of MT1-MMP proenzyme processing, primary screen, HT1080 RFP-PRO-GFP cells, GFP/RFP fluorescence; 0.061% of 360,000 active; AID 651647, 2012; Matrix metalloproteinase-14 (Homo sapiens), P50281; GFP/RFP ratio change, % at 20 µM; GFP/RFP ratio fluorescence, overnight; percent of plate control window, DMSO zero;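 active means GFP/RFP ratio change of at least 30% with cell ATP level not reduced by more than half and red fluorescence within 50% of control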; further: strong numbers were not always called active
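Material – HT1080 RFP-PRO-GFP cells · Control set – DMSO wells and RFP-L50D-GFP cells · Incubation – overnight cell settling, then overnight compound exposure, 37 °C, 5% CO2 · Compound dosing – single-point 20 µM compound, 1% DMSO · Read-out – GFP/RFP fluorescence ratio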
MsrA act = bovine MsrA enzyme activators, primary screen, biochemical, absorbance, HTS; purified bovine MsrA, absorbance read-out; 0.3% of 360,000 active; activation, % at 10.6 µM; in the data active means activation above about 7.5%;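 further: 0% = vehicle and 100% = reference activator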
Rpn11 inh = Rpn11 (PSMD14) deubiquitinase inhibitors, primary screen, biochemical, fluorescence polarization, uHTS; 26S proteasome non-ATPase regulatory subunit 14 (Homo sapiens), O00487; human 26S proteasome, Ub4-pepOG fluorescence polarization; 20S core pre-blocked with epoxomicin; calls only at 20 µM; 0.59% of 360,000 active;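 active means inhibition at 20 µM, scaled to each plate's controls, above about 33%, limit read from the data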
Active calls of the source: *; i = inactive; . = not tested or not shown.

SMILES | FAS-TE inh | CSN inh | MsrA inh | E coli Lon inh | Rin1 Abl inh | PABP1 MLLE inh | MT1-MMP act inh | MsrA act | Rpn11 inh
C[C@H]1CN([C@@H](C)CO)C(=O)c2cc(NC(=O)NC3CCCCC3)ccc2O[C@H]1CN(C)C(=O)Nc1ccc(C(F)(F)F)cc1 | 8 | 1 | -0.2 | 0 | 5 | -11 | -3 | 1 | i
N#C/C(=C\c1ccccc1)C(=O)OCC(=O)N1CCCC1 | -2 | 5 | 1.2 | -1 | -1 | 5 | -5 | 5 | i
O=C(NCc1ccc(F)cc1)c1cc(-c2ccco2)on1 | -4 | 13 | -0.8 | -13 | 3 | -8 | 4 | -1 | i
O=C(N=C1SC2CS(=O)(=O)CC2N1c1ccc(F)cc1F)C1CC1 (centres undefined) | -6 | 2 | 0.0 | 7 | 0 | -7 | 1 | -2 | i
O=C(O)c1cccc(N/N=C/c2cccc3ccccc23)c1 | -2 | 2 | -1.2 | -3 | 2 | -4 | 3 | -3 | i
CC(=O)c1ccc(NC(=S)NC(=O)c2c(Cl)c(C)nn2C)cc1 | -9 | -4 | -0.2 | 3 | -1 | 36 | 8 | -2 | i
COC(=O)C(C)(C)ONC(=O)Nc1ccccc1Br | -12 | 2 | 1.0 | 11 | 1 | -6 | 0 | -3 | i
O=C1CSC(=Nc2ccc(Cl)cc2)N1Cc1ccco1 | 12 | 5 | 1.8 | 1 | -3 | -8 | -2 | 1 | i
O=C(NCCCSc1ccccc1)c1cc(Br)ccc1O | 24 | 0 | -1.0 | 11 | 2 | 12 | -1 | -2 | i
N/C(Cc1ccc([N+](=O)[O-])cc1)=N\OC(=O)Cc1ccccc1 | 3 | 3 | -0.9 | -12 | 1 | 20 | 0 | -6 | i
COc1cccc(C2C(C#N)=C(N)SC(c3ccccc3)C2[N+](=O)[O-])c1 (centres undefined) | 20 | 6 | 0.0 | -8 | 0 | 6 | 1 | -1 | i
COC(=O)c1cc(C(=O)N2CCN(c3cccc(Cl)c3)CC2)cc([N+](=O)[O-])c1 | 50 | -5 | -0.7 | -10 | -2 | 0 | 7 | -1 | i
CCN(CC)S(=O)(=O)c1ccc2c(c1)nc(SCC(=O)NC1CC1)n2-c1ccccc1OC | 4 | 5 | 0.7 | 0 | 2 | -43 | 1 | 1 | i
COc1ccc(NC(=O)C(=O)NCCO)cc1Cl | -8 | 8 | 0.1 | -9 | 3 | -1 | 7 | -10 | i
CC(C)(C)OC(=O)[C@H](Cc1ccccc1)NC(=O)c1nc[nH]c1C(=O)N1CCN(c2ccccc2)CC1 | 20 | -1 | -0.8 | 0 | 6 | 9 | -1 | -11 | i
O=C(Cn1cnc2ccccc2c1=O)c1c[nH]c2ccccc12 | -4 | -3 | 2.6 | 2 | 0 | 0 | -7 | -1 | i
COc1cc(OC)cc(-c2nnc(SCC(=O)N3CCCc4ccccc43)o2)c1 | 18 | 0 | 0.3 | -3 | 0 | -2 | -4 | -5 | i
CCCCCC(=O)Nc1nc(C)c(-c2csc(Nc3cc(Cl)ccc3OC)n2)s1 | 11 | 6 | 0.6 | -4 | 1 | 2 | 1 | -14 | i
O=C(NCc1ccco1)c1ccccc1F | -8 | 6 | -0.1 | -3 | 5 | 11 | 0 | -3 | i
COc1ccc2nc(SCCC(=O)O)cc(C)c2c1 | -4 | 5 | 1.5 | 3 | -3 | -4 | -1 | -7 | i
CC(C)CCN(Cc1ccco1)S(=O)(=O)c1ccc(-c2ccc(=O)[nH]n2)s1 | 24 | 3 | 0.9 | -3 | 0 | 4 | -7 | -1 | i
COc1ccc(N=C(C)C2=C(O)CSC2=O)cc1 | -11 | 3 | 1.2 | 3 | 3 | 28 | -6 | -10 | i
O=C(CSc1nnc(Cc2cccs2)n1Cc1ccco1)Nc1ccc(Br)cc1 | 11 | 4 | 1.3 | -7 | -2 | -26 | -2 | -9 | i
CSCCC(=O)N1CCN(CC(=O)N2CCCC2)CC1 | -2 | 4 | -0.7 | 2 | -1 | -6 | 2 | -2 | i
Cc1cc([N+](=O)[O-])nn1CC(=O)N1CCN(Cc2ccccc2)CC1 | 7 | 4 | -0.8 | 4 | 3 | -6 | -1 | 0 | i
Cc1ccc(S(=O)(=O)N(CC(=O)N2CCN(c3ccccc3F)CC2)C2CCCCC2)cc1 | 28 | 3 | 0.0 | 2 | -2 | 6 | -2 | 1 | i
CC(=O)OC1(C(C)=O)CCC2C3CC4OC45CC(O)CCC5(C)C3CCC21C (centres undefined) | -6 | -6 | -0.6 | 3 | 1 | -9 | -2 | -4 | i
Cc1c(NC(=O)COC(=O)Cn2cc(C(F)(F)F)ccc2=O)cccc1[N+](=O)[O-] | -8 | 0 | -0.7 | -13 | 3 | -9 | -2 | -2 | i
COc1ccc(C=NCCC2(O)CC(C)N(C)CC2C)cc1 (centres undefined) | -11 | -7 | 0.1 | 4 | 3 | 15 | -12 | -11 | i
Nc1nc(=S)c2ncn(C3CCCCC3)c2[nH]1 | -10 | -3 | 4.6* | 2 | 1 | 38 | -3 | 3 | i
COc1ccc(C2/C(=C(/O)c3ccc4c(c3)CC(C)O4)C(=O)C(=O)N2CCCN2CCOCC2)cc1OC (centres undefined) | 0 | -5 | 0.6 | -4 | -1 | 17 | 0 | -4 | i
OC[C@@H](O)C(O)[C@@H](O)CO (some centres undefined) | -6 | -5 | -1.2 | 3 | -1 | -7 | 2 | -1 | i
Cc1ccc(/C=N/NC(=O)C2CC(=O)N(c3ccccc3)C2)s1 (centres undefined) | -11 | -4 | 0.2 | 12 | -4 | 4 | 0 | -4 | i
CCN(CC)CCn1c2ccccc2c2n[nH]c(=S)nc21 | -2 | -2 | -0.2 | -1 | -11 | 20 | 0 | 3 | i
Cn1c(=O)[nH]c(=O)c2c1nc(NCCc1ccccc1)n2CC(O)COc1ccccc1 (centres undefined) | 1 | 1 | -0.5 | 9 | 2 | 21 | -2 | -1 | i
CCn1cnc2c([N+](=O)[O-])c(NS(=O)(=O)c3ccc(C)cc3)ccc21 | -1 | -1 | 0.5 | -1 | -1 | -15 | 1 | 12* | i
Cc1c(NC(=S)N/N=C/c2ccc(Br)cc2)c(=O)n(-c2ccccc2)n1C | -1 | 4 | 2.8 | 0 | -2 | 12 | -1 | -5 | i
CCCNCC1C(Oc2ccc(Cl)cc2Cl)C(=O)N1c1cccc(C)c1C (centres undefined) | 28 | 5 | -1.5 | 2 | 3 | -4 | -6 | -6 | i
Cc1nc(NC(=O)c2ccco2)sc1C(=O)O | -1 | 5 | 2.8 | 1 | -1 | 7 | -2 | -5 | i
Cc1noc(C)c1COC(=O)CCc1nc2ccccc2s1 | -6 | 4 | -0.5 | 3 | -2 | 9 | -3 | -3 | i
CC1CCN(S(=O)(=O)c2ccc(S(=O)(=O)NCc3ccccc3)cc2)CC1 | -8 | 1 | -0.2 | 7 | 4 | -2 | 5 | -2 | i
CN(CCc1ccccn1)C(=O)c1cc(COc2ccc(F)cc2F)on1 | -3 | 2 | -1.1 | 5 | -2 | 1 | 1 | 0 | i
O=C(NC12CC3CC(CC(C3)C1)C2)c1cc(F)c(F)cc1Cl | 7 | 4 | -1.2 | -3 | 2 | 14 | -2 | -3 | i
Cn1c(=O)c2c(n(C)c1=O)=NC1(CCCCC1)ON=2 | -3 | 2 | 2.9 | -9 | 1 | -4 | -1 | -2 | i
Cc1ccc(-n2cc(CN(C)Cc3nccn3C)c(-c3ccc(F)cc3)n2)cc1 | 14 | -1 | -0.2 | -5 | 0 | 1 | -7 | -1 | i
Cc1ccc([N+](=O)[O-])cc1NC(=O)c1ccccc1 | 16 | 2 | 0.6 | 16 | 0 | 3 | 0 | -3 | i
COc1ccccc1N=Nc1c(C)noc1C | -3 | 1 | -0.1 | 2 | -1 | -18 | 5 | -5 | i
Cc1cc(C(F)(F)F)c(C#N)c(SCC(=O)NC2CC2)n1 | 2 | 1 | -1.4 | 0 | -3 | 0 | 0 | -2 | i
Cc1nn(-c2ccccc2)c2sc(C(=O)N(CC(=O)NC(C)(C)C)Cc3ccco3)cc12 | 8 | -10 | -0.6 | 0 | -1 | 9 | -3 | -8 | i
Cc1ccsc1/C=C1/SC(=O)N(CC(=O)N2CCCC2)C1=O | 0 | -4 | 2.8 | 2 | 1 | 0 | -4 | -2 | i

Later entries.
SMILES | FAS-TE inh | CSN inh | MsrA inh | E coli Lon inh | Rin1 Abl inh | PABP1 MLLE inh | MT1-MMP act inh | MsrA act | Rpn11 inh
COc1ccc(S(=O)(=O)NCc2csc(-c3cccnc3)n2)cc1 | -11 | -2 | 1.4 | -3 | 1 | -2 | 2 | -2 | i
Cc1cc(C)c(S(=O)(=O)NCc2ccc3c(c2)cc(C)n3C)c(C)c1 | -2 | -6 | 2.6 | 14 | 0 | 27 | 40 | 0 | i
CN(c1ccccc1)S(=O)(=O)c1cccc(NC(=O)c2nn(C)c(=O)c3ccccc23)c1 | 29 | 1 | 0.2 | 2 | 5 | 0 | 5 | -2 | i
COc1ccc(-c2cn[nH]c2-c2ccc(OCC(=O)NN)cc2O)cc1 | -134 | -4 | 0.2 | 3 | 0 | 4 | -10 | -3 | i
Cc1ccc2c(c1)C=CC(C)(C)S2(=O)=O | -9 | 0 | -1.1 | -6 | 5 | -18 | 8 | -5 | i
COc1nc(OC)nc(N2CCC(C(=O)NC3CCCCCC3)CC2)n1 | -8 | 1 | -0.1 | 3 | -7 | 12 | 23 | -2 | i
CC(C)C(=O)Nc1cccc(NC(=O)c2cccnc2)c1 | -11 | -1 | 0.0 | 4 | -3 | 2 | 1 | -2 | i
Nc1nc2ccccc2n1CCN1CCCC1 | -7 | -4 | . | -6 | -1 | 4 | 5 | -1 | i
CCCNC(=O)c1nnsc1S(=O)(=O)c1ccc(Cl)cc1 | 53* | -7 | 2.3 | -7 | 2 | 21 | -8 | -16 | i
COc1ccc(NC(=S)N2CCC(C(=O)N3CCCCCC3)CC2)cc1 | -2 | -1 | 0.8 | 7 | 1 | -48 | 6 | -2 | i
Cc1cc(NC(=O)CCC(=O)N(Cc2cccs2)C(C)(C)C(=O)NC2CCCCC2)no1 | -2 | 2 | -1.0 | 11 | -2 | -5 | -3 | -1 | i
CCOC(=O)c1cc(C#N)c(N2CCN(C(=O)c3cccc(C(F)(F)F)c3)CC2)nc1C(F)(F)F | 14 | 6 | 1.0 | 6 | 2 | 2 | 5 | 0 | i
O=C(O)c1ccccc1C(=O)c1ccc(-c2ccccc2)cc1 | -7 | -4 | 1.0 | -6 | 0 | 0 | 1 | 1 | i

Source: PubChem BioAssay
